# G6PDH CS – inhibits Leuconostoc G6PDH, flagging false hits in G6PDH-based assays | Purified L. mesenteroides G6PDH, diaphorase/resazurin coupled fluorescence, 45 min | 200,000 compounds, 0.12% hits | inhibition, % at 5 µM | AID 1020; in the data active = inhibition above about 50%
# PMI activator – increases human mannose-6-phosphate isomerase activity. AID 1214. P34949. purified human PMI, coupled resazurin fluorescence, 20 min; active compounds read high; 1 = vehicle control, 0 substrate-free wells. 190,000 compounds, 0.005% hits. activation factor at 20 µM;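 active = activation factor of 2 or more at 20 µM, relative to plate controls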
# TNAP inh hi DEA – inhibitors of human TNAP at high phosphate acceptor concentration | P05186 | 200,000 compounds, 0.03% hits | inhibition, % at 20 µM | purified TNAP, CDP-star luminescence, 1 M DEA | AID 1135;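 active = over 50% inhibition of tissue-nonspecific alkaline phosphatase at 20 µM in the single-dose screen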;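 also: plate controls were DMSO wells for no effect and EDTA-quenched wells as full inhibition for full effect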
# Target sequence (P05186 whole entry, looked up): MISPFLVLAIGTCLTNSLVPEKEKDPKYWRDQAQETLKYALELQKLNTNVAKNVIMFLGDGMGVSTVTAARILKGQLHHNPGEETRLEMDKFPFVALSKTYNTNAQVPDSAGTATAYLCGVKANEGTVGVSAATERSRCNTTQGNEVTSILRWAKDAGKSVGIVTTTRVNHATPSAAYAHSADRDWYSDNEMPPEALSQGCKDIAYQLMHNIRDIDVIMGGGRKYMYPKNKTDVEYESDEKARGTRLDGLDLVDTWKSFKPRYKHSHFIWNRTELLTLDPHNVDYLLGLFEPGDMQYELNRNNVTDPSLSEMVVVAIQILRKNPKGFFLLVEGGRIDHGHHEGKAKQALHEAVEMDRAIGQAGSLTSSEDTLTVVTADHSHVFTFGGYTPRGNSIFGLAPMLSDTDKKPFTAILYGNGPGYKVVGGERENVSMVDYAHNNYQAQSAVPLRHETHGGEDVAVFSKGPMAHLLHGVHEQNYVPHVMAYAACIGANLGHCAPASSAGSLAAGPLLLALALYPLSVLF
# TNAP inh noacc – blocks human TNAP activity with no phosphate acceptor present; inhibition, % at 20 µM; P05186; 200,000 compounds, 0.26% hits; purified TNAP, CDP-star luminescence, 30 min;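 active = tissue-nonspecific alkaline phosphatase inhibition above about 50% at 20 µM in the single-dose screen, limit read from the data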;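 also: 0% = DMSO negative control and 100% = EDTA positive control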
# PMI act hi M6P – increases human PMI activity with near-saturating mannose 6-phosphate | AID 1216 | activation factor at 20 µM | 190,000 compounds, 0.34% hits | coupled PMI enzyme assay, resazurin fluorescence, 20 min; active compounds read high; 1 = untreated enzyme, 0 = substrate-free blank;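 active = activation factor of 2 or more at 20 µM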
#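 Test system: human phosphomannose isomerase with PGI, G6PDH, diaphorase coupling enzymes; amount: 15 ng/mL PMI; incubation: enzyme reaction with compound 20 min at room temperature; technique: resorufin fluorescence (Ex 544/Em 590 nm) from resazurin via diaphorase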
# TNAP act hi DEA – activators of human TNAP at high phosphate acceptor concentration; P05186; 200,000 tested, under 10 active; activation factor at 20 µM; purified TNAP, CDP-star luminescence, 1 M DEA, 30 min; active compounds read high; 0 = EDTA background, 1 = DMSO-only activity;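 active = activation factor at least 2 at 20 µM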
#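 system = human TNAP | amount = enzyme diluted 1/800 final | reagent = 100 µM CDP-star substrate | signal = luminescent substrate turnover signal | dosing = one dose, 20 µM | benchmarks = EDTA negative control, DMSO positive control | measure = activation factor | timing = 30 min reaction, room temperature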
# FLuc act counter – firefly luciferase counter-screen for stimulation assays. 200,000 tested, under 10 active. ATPlite luciferase biochemical, luminescence, 10 min; 0 = ATP-free wells, 1 = DMSO control. AID 1027. P08659. activation factor at 10 µM;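 active = luciferase activation factor, scaled between plate controls, of at least 2 with compound at 10 µM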
# Target sequence (P08659 whole entry, looked up): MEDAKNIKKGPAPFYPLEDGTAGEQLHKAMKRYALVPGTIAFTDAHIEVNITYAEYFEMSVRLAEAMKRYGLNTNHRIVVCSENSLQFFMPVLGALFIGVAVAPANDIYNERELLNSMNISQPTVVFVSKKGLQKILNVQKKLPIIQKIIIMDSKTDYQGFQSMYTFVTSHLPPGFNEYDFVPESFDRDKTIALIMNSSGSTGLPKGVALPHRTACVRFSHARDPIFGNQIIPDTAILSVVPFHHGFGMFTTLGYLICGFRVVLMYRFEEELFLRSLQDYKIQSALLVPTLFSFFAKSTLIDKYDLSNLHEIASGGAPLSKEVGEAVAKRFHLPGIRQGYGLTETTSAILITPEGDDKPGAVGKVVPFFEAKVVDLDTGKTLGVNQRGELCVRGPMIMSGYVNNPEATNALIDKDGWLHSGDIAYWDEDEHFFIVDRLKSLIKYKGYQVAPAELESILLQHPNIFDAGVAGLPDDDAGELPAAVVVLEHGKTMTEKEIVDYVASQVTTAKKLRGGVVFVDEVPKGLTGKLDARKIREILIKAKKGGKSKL
#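 Assay system: Luciferase/luciferin detection reagent, cell-free biochemical luciferase assay / Also added: ATP substrate / Schedule: 10 min at ambient temperature / Measured by: luminescence measurement of luciferase light output / Benchmarks: low control with PBS replacing ATP, high control enzyme plus ATP without compound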
# Diaphorase act – diaphorase activation or chemical reduction counter-screen; Diaphorase/resazurin coupled assay, resorufin fluorescence, 16 min; active compounds read high; 1 = vehicle wells, 0 = NADH-free wells; activation factor at 20 µM; 190,000 compounds, 0.005% hits;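 active = diaphorase activity raised at least twofold by the compound at 20 µM; inactive = activation factor below 2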
#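 Assay system: bacterial diaphorase enzyme (C. kluyveri) / Input: enzyme 0.07 U/mL final / Medium: 50 mM HEPES pH 7.4 with 4.542 mM MgCl2, 0.005% Tween 20 / Doses: single compound dose of 20 µM, 1% DMSO final / Incubation: 16 min enzyme reaction, ambient temperature / Signal: fluorescence, excitation 544 nm and emission 590 nm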
# Efa HMGR inh – blocks class II HMG-CoA reductase of Enterococcus faecalis; purified E. faecalis HMGR, NADPH absorbance 340 nm kinetic; inhibition, % at 10 µM; 190,000 compounds, 0.41% hits; AID 1066;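 active = inhibition above a set limit, the median over all tested compounds plus 3 SD, cut at about 9.5% in these data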;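 also: enzyme runs in reverse so mevalonate oxidation gives rising NADPH absorbance; 0% = complete reaction with DMSO and 100% = background rate lacking mevalonate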
# Diaph inh CS – counter-screen for diaphorase-based assays: diaphorase inhibitors and chemical oxidizers; inhibition, % at 20 µM; 190,000 compounds, 0.69% hits; diaphorase resazurin-to-resorufin fluorescence, NADH, 16 min; bacterial (C. kluyveri) enzyme, not human;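 active = primary screen inhibition at 20 µM above a set limit, cut at about 50% in these data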;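 also: plate controls were DMSO with full reaction for no effect and wells lacking NADH for full effect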
#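 Detection: fluorescence of resorufin formed from resazurin, Ex 544/Em 590 nm; test system: Clostridium kluyveri diaphorase enzyme; amount: 0.14 U/mL diaphorase, enzyme working solution; times: 16-min room-temperature incubation before reading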
# An asterisk follows results filed as active; nt = no result given.
no.	smiles	G6PDH CS	PMI activator	TNAP inh hi DEA	TNAP inh noacc	PMI act hi M6P
1	CC(C)CCNC(=O)CC1C(=O)N(Cc2ccccc2)C(C)c2nc3ccccc3n21 (configuration not stated)	-6	1	4	-10	1
2	Cc1occc1C(=O)N1N=C(C2CC2)CC1(O)C(F)(F)F (configuration not stated)	1	0.9	-1	-9	0.9
3	CC1CC(C)CN(CCCSc2ccccc2)C1 (configuration not stated)	15	0.8	-6	-13	0.8
4	O=S(=O)(Cc1ccccc1)N1CCn2c(nc3ccccc32)C1	7	1	-2	-14	1
5	O=c1[nH][nH]c(-c2ccccc2)c1C=Nc1ccc(F)cc1F	2	1	-1	-79	0.9
6	CC(C)CC(c1nnnn1C1CCCC1)N1CCN(C(=O)c2ccco2)CC1 (configuration not stated)	6	1.1	-3	-10	1.3
7	c1ccc(OCc2nnc3sc(-c4cccs4)nn23)cc1	5	0.3	-1	-6	0.9
8	COc1cccc(Nc2ccc(-n3ccnc3)nn2)c1	1	0.9	-2	-4	1
9	Cc1nc(N2CCC(C)CC2)c2c(C)c(C(=O)O)sc2n1	20	1	2	-2	1.1
10	Cc1nc2c(C#N)cnn2c2c1CCNN2C	1	1	-1	-6	1

no.	TNAP act hi DEA	FLuc act counter	Diaphorase act	Efa HMGR inh	Diaph inh CS
1	1	1	0.9	-2	10
2	1	1	0.9	0	6
3	1.1	1	0.8	1	18
4	1	1	1	0	2
5	1	0.7	0.9	-3	7
6	1	1	1	-3	0
7	1	1	0.9	-6	7
8	1	0.9	0.9	-2	8
9	1	1	0.9	2	6
10	1	1.1	0.9	3	9

# Carrying on.
no.	smiles	G6PDH CS	PMI activator	TNAP inh hi DEA	TNAP inh noacc	PMI act hi M6P
11	O=C(CSc1n[nH]c(-c2ccccc2)n1)Nc1ncccn1	4	1.1	0	36	1
12	Cc1c(C(=O)Nc2nc3ccccc3[nH]2)oc2c(Cl)cccc12	-20	0.9	-3	-15	1
13	CC(NC(=O)c1cc2c(s1)CCCC2)C(C)(C)C (configuration not stated)	-2	1	-7	-24	1
14	Cc1ccc(C(=O)c2ccc(C)cc2)cc1	5	1	-3	8	1
15	C=CCNC(=S)NNC(=O)c1cccn(Cc2cccc(Cl)c2)c1=O	2	1.1	-1	1	1
16	CN1CCC(N(C)CC(O)c2ccccc2)CC1 (configuration not stated)	2	1	-7	-10	1
17	COc1ccc(CN(C(=O)c2ccc3c(c2)OCCO3)C(C(=O)NC2CCCCC2)c2ccc3ncccc3c2)cc1 (configuration not stated)	1	1	-4	-7	1
18	O=C(NCCc1c[nH]c2ccccc12)C(=O)NCC1OCCN1S(=O)(=O)c1ccccc1 (configuration not stated)	3	1	-3	-9	1
19	Cc1cc(S(=O)(=O)NC2CCCCC2)ccc1OCC(=O)NCc1ccccn1	3	1	-4	-9	1
20	Cc1ccnc(NC(=O)c2ccc3c(c2)OCO3)c1	9	1	-4	-9	1

no.	TNAP act hi DEA	FLuc act counter	Diaphorase act	Efa HMGR inh	Diaph inh CS
11	1	1	0.9	-1	5
12	1	0.9	1	-6	1
13	1.1	1.1	0.9	-1	9
14	1	0.9	1	3	5
15	1	1.1	0.9	-1	7
16	1.1	1.1	0.9	-2	6
17	1	1.1	0.8	-9	16
18	1	1	0.9	-1	12
19	1	1.1	1	-6	-2
20	1	0.1	0.9	-3	5

# Later entries:
no.	smiles	G6PDH CS	PMI activator	TNAP inh hi DEA	TNAP inh noacc	PMI act hi M6P
21	CCc1ccc(-c2cc(C(=O)NN3CCOCC3)c3ccccc3n2)s1	7	1.1	-4	-3	1.1
22	N#C/C(=C/c1cn(-c2ccccc2)nc1-c1cccc(S(=O)(=O)N2CCOCC2)c1)C(=O)NCc1ccco1	-2	1	-2	-8	1
23	COC(=O)c1cc(OC)c(OC)cc1NC(=O)C1CCCO1 (configuration not stated)	8	0.9	-5	-9	1
24	O=C(OCC(=O)N(C1CCCCC1)C1CCCCC1)c1ccncc1	5	0.9	-5	-8	1
25	CCOC(=O)/C=C1\SCC(=O)N1CC(=O)N1CCOCC1	-8	1	-7	-12	0.9
26	O=C(O)CSc1nnc(Cc2ccccc2)n1-c1ccccc1	-2	1	-5	-11	1.1
27	O=C(C(NS(=O)(=O)c1cccs1)c1ccccc1)N1CCN(c2ccccc2F)CC1 (configuration not stated)	2	0.9	-3	-5	1
28	CC(=O)Nc1ccc(S(=O)(=O)Nc2cccn(Cc3ccc(C)cc3)c2=O)cc1	25	nt	-1	-13	nt
29	O=C(Oc1csc(=S)n1C(=O)c1ccccc1)c1ccccc1	-6	1.1	1	-9	1.5
30	Nc1ccc(-n2ccnc2)cc1	4	1	1	-12	1

no.	TNAP act hi DEA	FLuc act counter	Diaphorase act	Efa HMGR inh	Diaph inh CS
21	1	0.8	1	-3	1
22	1	1.1	0.9	-3	12
23	1	1	1	5	-1
24	1.1	1.1	0.9	2	10
25	1.1	1.1	0.9	0	5
26	1.1	1	0.9	2	7
27	1	1.1	1	3	5
28	1	1.1	nt	-1	nt
29	1	1	0.7	-3	33
30	1	1	0.9	-11	7

# New compounds follow:
no.	smiles	G6PDH CS	PMI activator	TNAP inh hi DEA	TNAP inh noacc	PMI act hi M6P
31	CCOC(=O)c1c(NC(=O)CNCC(O)CO)sc(C)c1C (configuration not stated)	0	1	-5	-15	1
32	O=C(c1cccnc1)N1N=C(C2CCCCC2)CC1(O)C(F)(F)F (configuration not stated)	3	1.1	2	2	1.1
33	CC(=O)Nc1ccc(N(C(=O)Cn2nnc3ccccc32)C(C(=O)NC2CCCC2)c2ccc(O)c(O)c2)cc1 (configuration not stated)	37	0.4	-2	17	0.7
34	CCCCCCCCSc1nnc(-c2ccc(OC)cc2)o1	-5	0.9	-5	-16	0.9
35	COc1cc(CCN2C(=O)c3cccc4cccc(c34)C2=O)c(S(=O)(=O)N2CCCCCC2)cc1OC	-22	0.8	1	-1	0.8
36	CCOC(=O)c1sc(NC(=O)c2ccncc2)c(C#N)c1C	-3	0.5	0	-10	0.9
37	COC(=O)C1=C(C)Nc2nc(SCc3ccccc3)[nH]c(=O)c2C1c1cccs1 (configuration not stated)	18	0.9	-1	-4	0.9
38	Cc1cc(C)cc(N(CC(=O)NCC2CCCO2)C(=O)CN2C(=O)COc3ccccc32)c1 (configuration not stated)	1	1.1	1	-3	1.2
39	COc1ccc(Cc2nnc(NC(=O)C(C)(C)C)s2)cc1	4	1	-6	-13	1.1
40	O=C(c1ccco1)N1CCN(C(=O)C2CCCO2)CC1 (configuration not stated)	1	1	-2	-9	1.1

no.	TNAP act hi DEA	FLuc act counter	Diaphorase act	Efa HMGR inh	Diaph inh CS
31	1.1	1	0.9	1	10
32	1	1	1.2	-5	-23
33	1	1	0.4	3	56*
34	1	1.1	0.8	-5	25
35	1	1	0.9	-6	13
36	1	0.9	1	0	3
37	1	1	0.9	0	9
38	1	1	0.9	-1	9
39	1.1	1	1	-2	2
40	1	1.1	0.9	-1	5

# Looked up by compound from the entries so far (7):
no.	smiles	G6PDH CS	PMI activator	TNAP inh hi DEA	TNAP inh noacc	PMI act hi M6P
38	Cc1cc(C)cc(N(CC(=O)NCC2CCCO2)C(=O)CN2C(=O)COc3ccccc32)c1 (configuration not stated)	1	1.1	1	-3	1.2
34	CCCCCCCCSc1nnc(-c2ccc(OC)cc2)o1	-5	0.9	-5	-16	0.9
39	COc1ccc(Cc2nnc(NC(=O)C(C)(C)C)s2)cc1	4	1	-6	-13	1.1
36	CCOC(=O)c1sc(NC(=O)c2ccncc2)c(C#N)c1C	-3	0.5	0	-10	0.9
32	O=C(c1cccnc1)N1N=C(C2CCCCC2)CC1(O)C(F)(F)F (configuration not stated)	3	1.1	2	2	1.1
40	O=C(c1ccco1)N1CCN(C(=O)C2CCCO2)CC1 (configuration not stated)	1	1	-2	-9	1.1
37	COC(=O)C1=C(C)Nc2nc(SCc3ccccc3)[nH]c(=O)c2C1c1cccs1 (configuration not stated)	18	0.9	-1	-4	0.9

no.	TNAP act hi DEA	FLuc act counter	Diaphorase act	Efa HMGR inh	Diaph inh CS
38	1	1	0.9	-1	9
34	1	1.1	0.8	-5	25
39	1.1	1	1	-2	2
36	1	0.9	1	0	3
32	1	1	1.2	-5	-23
40	1	1.1	0.9	-1	5
37	1	1	0.9	0	9

# (further entries)
no.	smiles	G6PDH CS	PMI activator	TNAP inh hi DEA	TNAP inh noacc	PMI act hi M6P
41	CCCCNC(=O)[C@H](CSCc1ccccc1)N1Cc2ccccc2C1=O	23	0.8	-4	-7	0.8
42	CN(C)S(=O)(=O)c1ccc(NC(=O)Cc2ccc(S(=O)(=O)N3CCOCC3)s2)cc1	4	1.2	-2	-5	1
43	COC(=O)C1=C(C)n2nnnc2NC1c1ccc(Cl)cc1 (configuration not stated)	9	0.9	-2	-10	1
44	COC(=O)COn1c(SCC(=O)OC)nc2ccccc2c1=O	5	1	-4	-9	1.1
45	Cc1[nH]c(=O)c(C#N)c(C)c1Cc1ccc(Cl)cc1Cl	15	1	0	0	1
46	O=C(Cc1ccccc1)N[C@H](c1ccccc1)P(=O)(O)CO	14	1.1	-2	9	1.1
47	CCOP(=O)(OCC)C(Nc1cc(Cl)cc(Cl)c1)c1cccc(O)c1 (configuration not stated)	13	0.8	-3	-5	0.8
48	Cc1ccnc(NC(=O)c2cc([N+](=O)[O-])cc([N+](=O)[O-])c2)c1	-3	1.2	-6	-2	1.1
49	COC(=O)c1c(NC(=O)CSc2nnc(-c3ccco3)n2Cc2ccccc2)sc(C)c1C	0	0.9	-9	-22	0.9
50	Cc1cccc(OCc2nnc(SCC(=O)N3CCCC3)n2C)c1	6	0.9	-5	-9	0.9
51	O=C(O)c1ccc2c(c1)N(Cc1ccccc1F)C(=O)c1ccccc1S2=O (configuration not stated)	-8	1	-3	-19	1

no.	TNAP act hi DEA	FLuc act counter	Diaphorase act	Efa HMGR inh	Diaph inh CS
41	1	1	0.8	1	18
42	1	1	1	0	0
43	1	1.1	0.9	0	8
44	1	1	1	-9	-4
45	1	1	1	0	-4
46	1	1.1	1	-5	1
47	1	1	0.8	2	22
48	1.1	1.1	1	-3	4
49	1.1	1.1	0.4	-1	57*
50	1.1	1.1	0.8	-5	20
51	1	1.1	0.7	-1	25

# Bioassay records as filed in PubChem.
